ASM inhibitor: Inhibitors of Secretory Acid Sphingomyelinase (S-ASM): qHTS | Sphingomyelin phosphodiesterase (Homo sapiens), P17405 | placental ASM, HMU-PC fluorogenic substrate, 60 min | Potency, µM (titrated, usually from 57.5 µM), for the others: at the highest dose activity change, negative = inhibition, actives largely listed as inhibitors | 0.006% of 340,000 active; further: potency means the concentration at half of the fitted maximal effect
Target sequence (P17405 47-631 limits assumed): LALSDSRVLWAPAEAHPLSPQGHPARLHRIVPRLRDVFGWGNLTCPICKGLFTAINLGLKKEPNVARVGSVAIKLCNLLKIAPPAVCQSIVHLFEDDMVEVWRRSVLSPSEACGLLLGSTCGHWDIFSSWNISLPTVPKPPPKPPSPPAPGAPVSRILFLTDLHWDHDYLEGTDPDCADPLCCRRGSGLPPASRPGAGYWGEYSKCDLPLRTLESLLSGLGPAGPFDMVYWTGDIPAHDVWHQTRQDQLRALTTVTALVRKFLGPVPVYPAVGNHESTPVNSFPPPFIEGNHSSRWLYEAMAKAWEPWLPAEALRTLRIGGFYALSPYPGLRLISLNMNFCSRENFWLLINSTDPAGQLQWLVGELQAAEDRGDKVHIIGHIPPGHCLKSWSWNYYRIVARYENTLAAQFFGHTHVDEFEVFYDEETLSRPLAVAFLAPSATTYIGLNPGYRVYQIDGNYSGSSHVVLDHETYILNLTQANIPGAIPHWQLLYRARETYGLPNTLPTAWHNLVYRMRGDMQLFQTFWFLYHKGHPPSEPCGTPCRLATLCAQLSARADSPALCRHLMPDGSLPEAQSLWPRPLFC
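HMU-PC0 cleavage (9 uM final) by human placental ASM, 60 min at 37 °C following 10 min compound exposure at RT; stopped at pH 10, fluorescence Ex 386/Em 447 nm.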
a7 integrin act: qHTS for Activators of Integrin-Mediated Alleviation for Muscular Dystrophy; alpha7betagal myoblasts, beta-gal FDG fluorescence, 48 h; Potency, µM (highest dose often 38.3 µM), without a hit: at the top dose activation, usual class: activators; 0.064% of 350,000 active; AID 624291, 2012;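 further: potency means the concentration at half of the fitted maximal effect; 100% = response of the positive control SU9516; nearly all actives have a fitted effect of over 60% in size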
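Alpha7betagal+/- myoblasts (passage 13) were plated 16-24 hr, then exposed to compounds (1:260 dilution of DMSO stock) for 48 hours at 37C. After MPER lysis, β-galactosidase reporter activity was read as FDG fluorescence (ex 480/em 540) after 30 minutes.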
USP2a block: qHTS Assay for Inhibitors of Ubiquitin-specific Protease USP2a Using CHOP2 as the Reporter; Ubiquitin carboxyl-terminal hydrolase 2 (Homo sapiens), O75604; USP2 core, Ub-CHOP2 coupled fluorogenic reporter, 485/531; Potency, µM (doses to about 38.3 µM), inactives show at the highest dose activity change, negative = inhibition, usual class: inhibitors; 0.01% of 330,000 active; AID 463254, 2010;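 further: potency means the concentration at half of the fitted maximal effect; plate controls were DMSO wells for no effect and full inhibition by NEM control for full effect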
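Deubiquitinase activity read as fluorescence (485/531 nm) after Ub-CHOP2 cleavage activates the enterokinase reporter on its substrate; USP2 core 10nM, Ub-CHOP2 and substrate 25nM each, 30min compound preincubation then 60min RT; data normalized to NEM, curves fitted.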
TSG101-PTAP inh: qHTS Assay for Iinhibitors of HIV-1 Budding by Blocking the Interaction of PTAP/TSG101; Potency, µM (highest dose often 115 µM), inactives show at the top dose activity change, negative = inhibition, usual class: inhibitors; Tumor susceptibility gene 101 protein (Homo sapiens), Q99816; Fluorescence polarization, FITC-PTAP peptide / Tsg101 binding; 340,000 tested, under 10 active; active means well fitted inhibition curve with a large enough effect in the main read-out, with a control signal flat, not every such curve was filed as active; inconclusive means small, poorly fitted or top-dose-only effect, or effect the other way, or a change in a side signal; inactive means no such curve, though single readings can be large or run the other way; further: potency means the concentration at half of the fitted maximal effect; % of control where 0% means no effect
Target sequence (Q99816 whole entry, looked up): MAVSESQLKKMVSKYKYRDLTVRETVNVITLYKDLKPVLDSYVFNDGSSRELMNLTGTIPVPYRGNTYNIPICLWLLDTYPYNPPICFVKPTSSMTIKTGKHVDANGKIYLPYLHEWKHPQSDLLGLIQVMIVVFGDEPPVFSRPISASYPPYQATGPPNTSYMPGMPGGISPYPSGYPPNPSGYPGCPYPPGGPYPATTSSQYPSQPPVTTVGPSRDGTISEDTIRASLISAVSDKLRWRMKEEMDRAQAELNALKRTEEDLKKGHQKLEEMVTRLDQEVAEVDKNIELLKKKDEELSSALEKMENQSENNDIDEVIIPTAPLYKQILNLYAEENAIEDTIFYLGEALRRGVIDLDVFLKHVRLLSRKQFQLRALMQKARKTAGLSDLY
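Fluorescence polarization binding of Tsg101 binding domain (10 uM final) to FITC-labeled PTAP peptide (50 nM final) in HEPES pH 7.5 buffer with NaCl, Tween 20, EDTA, TCEP. Compounds added before peptide; binding 20 min at RT.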
TRPV1 ag: HTS Assay for Compounds that Act as Agonists of the Vanilloid Receptor 1 | Transient receptor potential cation channel subfamily V member 1 (Homo sapiens), Q8NER1 | TRPV1-expressing cells, Fluo-8 calcium influx, agonist mode | activation, % at 8.33 µM | 0.19% of 320,000 active | AID 540275, 2011; in the data active means activation above about 80%; inconclusive means between about 30% and that limit; further: 0% is about no effect
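Cells expressing TRPV1 were dye-loaded with Fluo-8 and read kinetically: 10 s baseline, 3 min after compound (agonist portion), then 2 min after EC20 capsaicin (allosteric enhancer portion). Calcium-bound dye fluorescence at 480/520 nm.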
B2AR arrestin: qHTS assay of beta-arrestin-biased ligands of beta2-adrenergic receptor | beta-arrestin recruitment to beta2AR, cell-based reporter | 0.02% of 330,000 active | Beta-2 adrenergic receptor (Homo sapiens), P07550 | Potency, µM (titrated, usually from 46.1 µM), for the others: at the highest dose activation, usual class: activators;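 further: potency means the concentration at half of the fitted maximal effect; 0% = DMSO controls and full agonism = EC100 isoproterenol or metaproterenol; nearly all actives have a fitted effect of over 65% in size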
ELG1 genotoxic: qHTS screen for small molecules that induce genotoxicity in human embryonic kidney (HEK293T) cells expressing luciferase-tagged ELG1; HEK293T ELG1-luciferase reporter, luminescence, 16 h; Potency, µM (highest dose often 46 µM), for the others: at the top dose activity change, positive = activation, actives largely listed as activators; 1.3% of 330,000 active; AID 504466, 2011; further: potency means the concentration at half of the fitted maximal effect; % of control where 0% means no effect; nearly all actives have a fitted effect of over 60% in size
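Genotoxicity was scored as increased ELG1-luciferase reporter signal, measured by ONE-Glo luminescence (30 min, room temperature). Compound or vehicle exposure of the HEK293T reporter cells lasted 16 hr at 37°C.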
BRCA1 expr up: qHTS Assay to Identify Small Molecule Activators of BRCA1 Expression. 1.1% of 380,000 active. AID 624202, 2012. Potency, µM (top dose mostly 46.1 µM), inactives show at the highest dose activation, hits mostly activators. MCF7-BRCA1-FFLuc reporter, luminescence, 48 h; response scale: scaled: vehicle 0%, 10 µM genistein 100%; further: potency means the concentration at half of the fitted maximal effect; nearly all actives have a fitted effect of over 80% in size; some results filed as inactive show a strong effect at the top dose
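Compounds are tested at multiple concentrations on MCF7 BRCA1-luciferase reporter cells seeded at 2000 per well; after 48 h, a single luminescence end-point is taken and curves fitted to the normalized data.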
uPA surface inh: qHTS for Inhibitors of Cell Surface uPA Generation; Potency, µM (series often up to 38.3 µM), for inactives: top-dose activity change, negative = inhibition, actives largely listed as inhibitors; cell surface uPA generation assay, qHTS; AID 540303, 2011; 0.31% of 330,000 active; active means well fitted inhibition curve with a large enough effect; inconclusive means small, poorly fitted or top-dose-only effect; inactive means no such curve, though single readings can be large or run the other way; tested in mouse RAW 264.7 cells; further: potency means the concentration at half of the fitted maximal effect; on the % scale 0 is the no-effect control and ±100 the full control effect; nearly all actives have a fitted effect of over 55% in size
Eya2 phos inh: qHTS Assay for Inhibitors of the Phosphatase Activity of Eya2; recombinant Eya2, OMFP fluorescence dephosphorylation (OMFP is methylfluorescein phosphate); Potency, µM (highest dose often 76.9 µM), without a hit: at the top dose activity, negative = inhibition, most hits filed as inhibitors; 0.006% of 330,000 active; further: potency means the concentration at half of the fitted maximal effect; on the % scale 0 is the no-effect control and ±100 the full control effect
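Eya2 protein (added as 0.2 uM solution) was preincubated with compound for 10 min at ambient temperature in 50 mM HEPES pH 7.5, 50 mM NaCl, 5 uM MgCl2, 0.05% BSA, 1 mM DTT. OMFP (added at 50 uM) then reacted 10 min; fluorescence read at 485/525 nm.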
p53 reactivation: qHTS assay for re-activators of p53 using a Luc reporter. H1299 p53-A138V BP100-luciferase reporter, luminescence, 24 h. 0.063% of 320,000 active. Potency, µM (titrated, usually from 92.2 µM), for the others: top-dose activity change, positive = activation, actives largely listed as activators; further: potency means the concentration at half of the fitted maximal effect; % of control where 0% means no effect; nearly all actives have a fitted effect of over 45% in size
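p53-null H1299 cells stably carrying temperature-sensitive p53-A138V and a BP100-luciferase reporter were pinned with compounds (4-point, 1:5 series) and held 24 hrs at 37 deg C. Luminescence was read 10 min after detection reagent.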
* hit, by the source's call; ? = inconclusive; . = no result given; [ ] = another dose, or the depositor's remark. Unless noted, the call rests on the fitted dose curve; in most records, active means well fitted curve in the direction sought with a large enough effect; inconclusive means small, poorly fitted or top-dose-only effect, or another doubt; inactive means no such curve, though single readings can be large; an effect the other way counts as inactive or inconclusive.

smiles,B2AR arrestin,USP2a block,TRPV1 ag,p53 reactivation,ASM inhibitor,TSG101-PTAP inh,ELG1 genotoxic,uPA surface inh,Eya2 phos inh,a7 integrin act,BRCA1 expr up
N#Cc1ccccc1/C=N/Nc1nc(-c2ccccc2)c2cc(Cl)ccc2n1,0.5%,4%,0,7%,19%,-1%,15%,3%,-4%,16%,-7%
Cc1ccc(Nc2ccc(S(=O)(=O)N3CCOCC3)cc2[N+](=O)[O-])c(C)c1,0.4%,2%,10,7%,?,2%,-1%,-7%,-7%,-19%,-36%
COc1ccc(NC(=O)CN(C)C(=O)c2ccc(N3CCOCC3)c([N+](=O)[O-])c2)cc1,-0.9%,0%,7,1%,-4%,-5%,1%,-1%,-10%,5%,-1%
Clc1ccc(/C=N/c2c(-c3ccco3)nc3ccccn23)cc1,-0.3%,1%,1,6%,312%[activator],-3%,?,2%,-24%,12%,65%
Cc1cn(C2OC(CC(=O)Oc3ccccc3)C(O)C2O)c(=O)[nH]c1=O (stereo unspecified),.,.,.,.,-1%,2%,.,-9%,.,?,-19%
COC(=O)c1c(-c2cc(OC)cc(OC)c2)sc2ccc(OC)cc12,4.7%,-6%,.,9%,-4%,-2%,-1%,1%,-2%,-3%,16%
CCOC(=O)c1ccc(NC(=S)NCCCN2CCOCC2)cc1,-0.1%,-3%,-3,-3%,-1%,1%,-3%,?,6%,-41%,-10%
COC(=O)CSc1nc2cc3c(cc2cc1C#N)OCO3,-0.1%,-2%,7,?,43%[activator],-1%,?,4%,-7%,25%,?
CCOC(=O)c1sc2ncnc(NCc3ccco3)c2c1C,0.4%,3%,4,4%,-6%,0%,1%,2%,12%,-27%,-5%
COc1ccc(C=NOCC(=O)OCC(=O)Nc2ccc(OC)cc2)cc1,-0.5%,2%,.,6%,0%,0%,6%,5%,5%,-4%,6%
NC(=S)Cc1nc2n(n1)Cc1ccccc1-2,-0.2%,4%,2,-2%,8%,2%,5%,.,8%,11%,2%
COCCCN1C(=O)c2ccccc2C1C(=O)NC1CCCCCC1 (stereo unspecified),-0.3%,-6%,-2,-16%,6%,.,0%,-14%,27%,16%,8%
Cc1ccc(S(=O)(=O)N2CCN(CC(=O)N/N=C/c3ccc(Br)s3)CC2)cc1,6.5%,2%,3,-22%,-4%,-1%,-8%,3%,-11%,10%,-4%
COc1ccc(CNC(=O)Cc2c[nH]c3ccccc23)cc1OC,-0.1%,0%,8,-2%,1%,-4%,-8%,-10%,12%,?,-2%
CCS(=O)(=O)N1CCN(c2ccc([N+](=O)[O-])c(NCc3ccccc3)c2)CC1,-1.8%,1%,14,6%,-18%,-4%,0%,-11%,0%,2%,-23%
Cc1oc2ccc(OC(=O)COc3c(F)c(F)c(F)c(F)c3F)cc2c1C(=O)OC(C)C,-0.1%,3%,0,24%,-2%,0%,11%,6%,-2%,16%,?
COc1ccc(CCN(C)C(=O)CN2C(=O)NC3(CCCc4ccccc43)C2=O)cc1OC (stereo unspecified),-0.3%,1%,4,-5%,4%,0%,17%,6%,0%,-2%,-2%
COc1ccc(OCc2cc(=O)c3ccc4c(c3o2)C=CC(C)(C)O4)cc1OC,-0.2%,1%,.,2%,-19%,3%,-9%,-2%,-14%,-18%,0%
Cc1c(Cc2ccccc2)sc(N)c1C(N)=O,-0.1%,-2%,1,-7%,.,.,-8%,.,12%,.,.
COc1ccc(N2CCN(C(=O)COC(=O)c3ccc(C)o3)CC2)cc1,0.0%,-2%,0,-2%,2%,-1%,0%,0%,4%,5%,-11%
CCOCC(=O)Nc1cc(Cl)c(OC)cc1OC,-0.9%,0%,-1,-1%,.,.,0%,.,3%,.,.
CCOC(=O)C1=C(CC)Nc2ccccc2N=C1NC(=O)c1ccc(S(=O)(=O)N(C)C)cc1,0.0%,6%,2,-2%,-2%,-1%,-16%,10%,-3%,-53%[inhibitor],-26%
CN(N=Nc1nc[nH]c1C(=O)NN)C1CCCCC1,.,.,.,.,1%,0%,.,4%,.,2%,22%
O=C(Nc1cccc(C(=O)O)c1)/C(=C/c1ccccc1)NC(=O)c1cccc(Br)c1,.,.,.,.,7%,-3%,.,1%,.,-20%,-10%
Cc1cc(C(=O)Nc2nnc(C3CC3)s2)c(C)s1,0.3%,-1%,12,?,1%,-3%,?,-9%,-20%,-35%[inhibitor],3.5µM*
CCCCOC(=O)c1[nH]c2c(c1C)C(=O)CC(c1cc(OC)c(OC)c(OC)c1)C2 (stereo unspecified),-0.7%,5%,4,0%,-13%,-1%,-1%,?,-3%,-17%,-42%
N#CC1(Nc2cccc(Br)c2)C(=O)Nc2ccccc21 (stereo unspecified),4.9%,-1%,-4,-3%,-5%,0%,-5%,-11%,13%,-18%,-11%
O=C(O)c1ccc2c3c(cccc13)C(=O)N(c1cccc3ccccc13)C2=O,0.0%,0%,0,-2%,2%,-1%,1%,-5%,0%,-43%,3%
O=C(O)c1cc(O)c2c(c1)[C@H]([C@H]1c3cc(C(=O)O)cc(O)c3C(=O)c3c(O[C@@H]4O[C@H](CO)[C@@H](O)[C@H](O)[C@H]4O)cccc31)c1cccc(OC3O[C@H](CO)[C@@H](O)[C@H](O)[C@H]3O)c1C2=O (stereo partly specified),-0.2%,?,2,3%,?,-24%,-19%,1%,-25%,.,0%
COc1ccccc1N(C)S(=O)(=O)c1ccc(C(=O)Nc2cccc(Br)c2)cc1,0.2%,-3%,.,-1%,-4%,0%,-18%,-15%,-16%,-35%,-63%
CC(C)n1c(=NC(=O)c2ccco2)c(C#N)cc2c(=O)n3ccccc3cc21,0.1%,-1%,9,?,.,1%,5%,-15%,-3%,-55%[inhibitor],-34%
COc1ccc(NC(=O)c2cc3nc(-c4ccccc4)cc(-c4ccccc4)n3n2)c(OC)c1,0.3%,1%,2,9%,5%,-1%,0%,0%,13%,12%,-16%
CCn1cc(CNC(=O)CCc2ccc(OC)cc2)cn1,-0.6%,-4%,3,1%,1%,0%,1%,4%,-12%,21%,-5%
Cc1c(C(=O)N2CCOCC2)c(S(=O)(=O)Nc2ccc(OC(F)(F)F)cc2)c(C)n1C,0.6%,2%,-5,-6%,-2%,-1%,-2%,-10%,-2%,?,-3%
CC(OC(=O)CN1C(=O)NC2(CCCC2)C1=O)C(=O)Nc1cccc(Cl)c1Cl (stereo unspecified),0.1%,1%,17,0%,.,-2%,6%,-26%,13%,-1%,-1%
O=S1(=O)CCOCCCN1Cc1cccc(F)c1,0.4%,-1%,-4,-3%,0%,-3%,0%,9%,-1%,4%,23%
O=C(COC(=O)c1ccc(F)cc1F)Nc1ccc(Cl)cn1,-0.1%,0%,2,0%,3%,-5%,1%,4%,-5%,-33%,-7%
O=C(Cn1c(NCCO)nc2ccccc21)c1cccs1,1.0%,1%,1,-1%,0%,1%,1%,5%,-14%[15.4 µM],16%,-1%
O=C1CC(N2CCCCCC2)C(=O)N1c1ccc(F)cc1 (stereo unspecified),-0.2%,0%,-1,1%,4%,-3%,0%,5%,1%,-16%,-8%
CCCn1c(N)nc2ccccc21,-0.3%,2%,-1,-3%,1%,-5%,-6%,-1%,-14%,-5%,4%

Compound activity as filed in PubChem.
